TRPC4 inh – blocks the mouse TRPC4 cation channel | Q9QUQ5 | HEK293 TRPC4beta/mu-opioid, DAMGO-evoked Fluo4 calcium flux; stronger effect = lower value | B-score at 10 µM | 0.39% of 300,000 active;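 active = B-score over 3 SD under the library average, no early fluorescence shift, positive overall ratio signal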
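System: stable TRPC4beta/mu-opioid receptor HEK293 cells; Dosing: single-point compound dosing; Measured by: Fluo4 Ca2+ flux fluorescence; Read-out basis: per-well B score of integrated baseline-normalized Fluo4 ratio.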
SKKanGAS inh – SKKanGAS growth inhibition | inhibition, % at 7.5 µM | 1.3% of 300,000 active | S. pyogenes SKKanGAS, kanamycin growth, BacTiter-Glo, 6 h;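 active = mean replicate score, as percent of positive control median, at least 50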;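 note: strain carries kanamycin resistance gene driven by streptokinase promoter and grows in 40 µg/ml kanamycin; loss of luminescence reflects streptokinase promoter inhibition or plain growth inhibition; 0% = median of DMSO wells and 100% = positive control at its reference dose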
MrgX1 antagonist – antagonists of human MrgX1 receptor; Q96LB2; MRGX1-HEK293 calcium flux, Fluo-4, BAM8-22 antagonism; stronger effect = lower value; B-score at 10 µM; 1.3% of 310,000 active;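 active = calcium-response B-score plate-corrected more than 3 library SD below zero, starting fluorescence within 5 deviations, no agonist response on first addition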;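 note: peak minus trough fluorescence over baseline after final BAM8-22 challenge near maximal dose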
TRPC6 inh – blocks the mouse TRPC6 cation channel; Q61143; HEK293-TRPC6, membrane potential dye, ACh-evoked depolarization; stronger effect = lower value; B-score at 10 µM; 1.1% of 310,000 active;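 active = B-score under library mean minus 3 SD, initial fluorescence not abnormally high, positive integrated signal ratio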;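 note: B-score derived from integrated fluorescence ratio over the kinetic read; more negative B-score means stronger inhibition of depolarization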
Target sequence (Q61143 whole entry, looked up): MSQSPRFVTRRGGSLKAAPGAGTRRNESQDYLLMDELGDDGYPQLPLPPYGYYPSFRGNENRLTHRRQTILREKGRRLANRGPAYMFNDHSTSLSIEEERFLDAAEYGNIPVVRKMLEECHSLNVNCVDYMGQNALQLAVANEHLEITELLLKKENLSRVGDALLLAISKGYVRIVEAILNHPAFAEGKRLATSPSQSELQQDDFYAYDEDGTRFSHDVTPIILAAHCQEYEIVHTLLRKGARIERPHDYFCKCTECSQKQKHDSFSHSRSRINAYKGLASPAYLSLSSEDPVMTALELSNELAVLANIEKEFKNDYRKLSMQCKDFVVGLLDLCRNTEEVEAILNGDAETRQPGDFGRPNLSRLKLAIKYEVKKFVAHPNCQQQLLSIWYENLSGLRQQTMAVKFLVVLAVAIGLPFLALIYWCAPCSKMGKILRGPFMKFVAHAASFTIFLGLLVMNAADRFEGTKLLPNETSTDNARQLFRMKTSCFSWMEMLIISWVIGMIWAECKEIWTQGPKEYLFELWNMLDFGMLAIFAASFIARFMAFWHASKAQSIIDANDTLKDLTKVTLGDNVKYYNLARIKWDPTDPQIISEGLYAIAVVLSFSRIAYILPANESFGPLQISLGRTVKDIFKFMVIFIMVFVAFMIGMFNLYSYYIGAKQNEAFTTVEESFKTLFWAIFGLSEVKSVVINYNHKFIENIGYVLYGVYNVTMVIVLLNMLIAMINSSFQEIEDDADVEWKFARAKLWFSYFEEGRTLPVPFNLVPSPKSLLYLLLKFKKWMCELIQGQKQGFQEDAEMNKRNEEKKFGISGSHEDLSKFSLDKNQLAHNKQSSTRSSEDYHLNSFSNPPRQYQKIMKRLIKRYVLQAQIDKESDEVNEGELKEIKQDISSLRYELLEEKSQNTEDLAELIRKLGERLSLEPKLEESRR
RGS4 pot – potentiators or activators of RGS4; HEK293 M3R/inducible RGS4, carbachol calcium flux Fluo4; stronger effect = lower value; B-score at 10 µM; 0.92% of 310,000 active; AID 463111;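 active = B-score of the integrated calcium signal more than 4 SD below the library mean, with starting fluorescence not abnormally high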;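 note: negative B-score means reduced calcium response which marks RGS4 activation or potentiation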
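Material: M3R-expressing HEK293 line, RGS4 induced by doxycycline | Schedule: Overnight RGS4 induction, 30 min dye load 37 °C, 20 min compound RT | Measured by: Fluo4 fluorescence kinetic imaging of calcium | Read-out: Integrated calcium ratio converted to B score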
RGS4 block – inhibitors of human RGS4; P49798; HEK293 M3R/RGS4 inducible, Fluo-4 calcium flux; stronger effect = higher value; triggered by carbachol at its EC20; B-score at 10 µM; 0.45% of 310,000 active;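 active = B-score, a plate-corrected calcium signal, over three deviations above library mean, with baseline fluorescence within five deviations of library mean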;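 note: RGS4 expression induced by doxycycline in cells with stable M3 receptor; B-score is computed from the integrated fluorescence ratio over baseline after carbachol; higher B-score means a larger calcium signal and so more RGS4 inhibition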
HIF act – HIF pathway transcriptional activation. U2OS HRE-luciferase reporter, luminescence; normalized: DMSO 0%, desferrioxamine 100%. activation, % at 7.5 µM (by protocol). 0.32% of 300,000 active. AID 1910;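 active = mean activation of at least 10% of the iron chelator positive control signal, with at least half of replicates also reaching 10%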
MrgX1 PAM – human MrgX1 positive allosteric modulation, primary screen | Q96LB2 | MrgX1-HEK293, Fluo-4 calcium flux, FDSS; stronger effect = higher value | B-score at 10 µM | 0.63% of 310,000 active;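 active = plate-corrected calcium response at least 3 library SD above typical, normal starting fluorescence, not activating the receptor alone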;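 note: compound read alongside a low EC10 to EC30 dose of BAM8-22 agonist; peak minus trough fluorescence over baseline measured at the second addition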
Platelet DG rel – modulates dense granule release in human platelets. inhibition, %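 (compounds screened at 7.5 µM in platelet-rich plasma)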. human platelet-rich plasma, SFLLRN dense granule ATP release, luminescence. 0.22% of 300,000 active;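 active = mean replicate score, as percent of positive control, at or above 50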
MrgX1 agonist – human MrgX1 receptor agonism, primary screen; MrgX1-HEK293 cells, Fluo-4 calcium fluorescence, agonist mode; stronger effect = higher value; B-score at 10 µM; 0.44% of 310,000 active; AID 588627;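 active = calcium response B-score plate-corrected fluorescence ratio at least 3 library SD, with starting fluorescence B-score inside 5 SD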
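Assay system: MrgX1-expressing HEK293 cells / Amount: fifteen thousand cells per well / Doses: test compound in the initial addition of three / Timing: cells plated overnight, dye loaded 0.5 h 37 °C, 0.5 h room temperature / Technique: kinetic calcium dye fluorescence, Fluo-4 NW / Control set: positive and negative controls per plate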
TRPC6 act – mouse TRPC6 channel activation | B-score at 10 µM | 0.13% of 310,000 active | Q61143 | HEK293-TRPC6 membrane potential dye fluorescence; stronger effect = higher value;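 active = B-score of the integrated fluorescence ratio above library mean plus 3 SD, and starting fluorescence ratio within library mean plus 5 SD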;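 note: higher score means more depolarization so channel activation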
Active calls of the source: *; i = inactive; . = not tested or not shown.

structure,TRPC4 inh,SKKanGAS inh,MrgX1 antagonist,TRPC6 inh,RGS4 pot,RGS4 block,HIF act,MrgX1 PAM,Platelet DG rel,MrgX1 agonist,TRPC6 act
COC(=O)C(C(=O)OC)c1ccc(-n2cccc2)cc1,i,2,i,i,i,i,0.2,i,-7,i,i
O=C(Nc1ccc(S(=O)(=O)Nc2nccs2)cc1)C(F)(F)F,i,-8,i,i,i,i,-0.4,i,-23,i,i
CC(=O)Nc1ccc(NC(=O)C(C)OC(=O)CC2CCCC2)cc1 (configuration not stated),i,-5,i,i,i,i,-0.1,i,-3,i,i
Cc1cccc(NC(=O)CCC(=O)NCCO)c1,i,-5,i,i,i,i,0.8,i,-4,i,i
COc1cc(C(C)=O)ccc1Oc1cc(NN2CCCCC2)c([N+](=O)[O-])cc1[N+](=O)[O-],i,6,i,i,i,i,-0.4,i,-3,i,i
CC(C)c1ccccc1NS(=O)(=O)N(C)C,i,0,i,i,i,i,-1.1,i,15,i,i
COC(=O)c1ccc(NC(=O)C2C3CCC(C3)C2C(=O)O)cc1 (configuration not stated),i,-1,i,i,i,i,0.5,i,-5,i,i
COc1cccc(NC(=O)C2CCN(S(C)(=O)=O)CC2)c1,i,2,i,i,i,i,0.4,i,-4,i,i
CCOc1ccc(S(=O)(=O)N2CCCC(C(=O)N3CCOCC3)C2)cc1 (configuration not stated),i,27,i,i,i,i,0.1,i,2,i,i
COc1ccc(OC)c(NC(=S)N2CCN(C(=O)C3CCCO3)CC2)c1 (configuration not stated),i,-4,i,i,i,i,0.2,i,-6,i,i
c1ccc2c(c1)NCC1CCCN21 (configuration not stated),i,-5,i,i,i,i,-0.2,i,9,i,i
Cc1oc(C(=O)O)cc1COc1ccc2c3c(c(=O)oc2c1C)CCC3,i,6,i,i,i,i,-0.1,i,6,i,i
Cc1cc(NC(=O)c2cc(-c3ccc(C)s3)nc3ccccc23)no1,i,1,i,i,i,i,-0.2,i,19,i,i
Cc1cc(NC(=O)CSc2nc(=O)cc(N)n2-c2ccc(Cl)cc2)no1,i,-3,i,i,i,i,-0.4,i,-1,i,i
Clc1ccc2nc(C3CCN(Cc4nnnn4C4CCCCC4)CC3)[nH]c2c1,i,0,i,i,i,i,-0.8,i,2,i,i
CCc1ccc(S(=O)(=O)Nc2ccccn2)cc1,i,-2,i,i,i,i,0.2,i,6,i,i
Cc1ccc(NC(=O)c2ccc3c(=O)n4c(nc3c2)CCCCC4)cc1F,i,21,i,i,i,i,0.3,i,-1,i,i
CC(=O)N1c2ccc(S(=O)(=O)NCCC(=O)NCCc3ccc(C)cc3)cc2CC1C (configuration not stated),i,-8,i,i,i,i,0.0,i,7,i,i
Cc1ccccc1OCC(=O)NCCS(=O)(=O)N1CCN(c2ccc(F)cc2)CC1,i,7,i,-10*,i,i,0.5,i,0,i,i
Clc1nc(Nc2ccccc2)nc(Nc2ccccc2)n1,i,5,i,i,i,i,3.0,i,-5,i,i
COc1ccccc1NC(=O)Cc1csc(N)n1,i,-10,i,i,i,i,0.3,i,-3,i,i
COCCn1c(C)c(C)c(S(=O)(=O)c2ccccc2)c1N,i,2,i,i,i,i,0.1,i,-3,i,i
CC(=O)NCc1cn2c(C)csc2n1,i,-9,i,i,i,i,0.5,i,83*,i,i
Cc1cc(C)nc(NC(=O)c2c(-c3ccccc3Cl)noc2C)c1,i,2,i,i,i,i,0.3,i,-2,i,i
Cc1cc(C)c(O)c(-c2cc(C(=O)Nc3c(C)n(C)n(-c4ccccc4)c3=O)[nH]n2)c1,i,-3,i,i,i,i,0.6,i,-13,i,i
Cc1ccc(NC(=O)c2ccc(S(=O)(=O)NCc3ccco3)cc2)cc1,i,-1,i,i,i,i,-0.3,i,-7,i,i
COc1cccc(CNS(=O)(=O)c2ccc3c(c2)N(C(C)=O)CCO3)c1,i,0,i,i,i,i,0.3,i,8,i,i
O=C(COC(=O)CCc1c[nH]c(=O)[nH]1)Nc1ccccc1Cl,i,-11,i,i,i,i,-0.4,i,2,i,i
C/C(=N\NC(=O)c1ccncc1)c1cc2ccccc2o1,i,1,i,i,i,i,-0.4,i,-1,i,i
O=C(Cn1c(=O)n(Cc2ccc3c(c2)OCO3)c(=O)c2ccccc21)N1CCCc2ccccc21,i,.,i,i,i,i,.,i,.,i,i
Cc1ccc(NCC(=O)N/N=C/c2cccc(Oc3ccccc3)c2)cc1,i,27,i,i,i,13*,0.6,i,-13,i,i
CCc1c(C)nc2c(-c3ccccc3)c(C)nn2c1Nc1ccc(NC(C)=O)cc1,i,19,i,i,i,i,-0.7,i,-1,i,i
Cc1cc(C(=O)NCc2ccc(S(N)(=O)=O)cc2)cs1,i,-4,i,i,i,i,-0.1,i,2,i,i
CCOc1c2ccc(C(=O)NCc3ccco3)cc2nn1CC,i,0,i,i,i,i,-0.3,i,-5,i,i
Cc1onc(-c2ccccc2)c1C(=O)N1CCc2ccccc21,i,7,i,i,i,i,.,i,0,i,i
CC(=O)c1c(C)[nH]c(=S)c(C#N)c1-c1ccc(Cl)cc1,i,14,i,i,i,i,0.6,i,-2,i,i
O=S(Cc1ccc(Cl)cc1)c1ncc(CO)n1Cc1ccccc1 (configuration not stated),i,-9,i,i,i,i,0.0,i,0,i,i
C=CCOC(=O)C1=C[C@@H](c2ccc(C(F)(F)F)cc2)[C@H](CCCO)[C@@H](OCC)O1,i,2,i,i,i,i,-0.2,i,-1,i,i
Cc1ccc(C(C)C)c(OCC(=O)NN2C(=O)c3ccccc3C2=O)c1,i,-4,i,i,i,i,-1.1,i,-4,i,i
COc1ccc(OC)c(S(=O)(=O)N2CCN(CC(O)COc3ccccc3)CC2)c1 (configuration not stated),i,-2,i,i,i,i,-0.6,i,-4,i,i
CCOc1ccccc1N=C1SC(CC(=O)Nc2ccc(OC)cc2OC)C(=O)N1CCC1=CCCCC1 (configuration not stated),i,12,i,i,i,i,0.0,i,15,i,i
CCc1ccccc1Nc1nc(N)nc(CSc2nnnn2C)n1,i,3,i,i,i,i,1.5,i,-7,i,i
O=C(O)C1Cn2c(nc3c(c2=O)C2(CCCC2)Cc2ccccc2-3)S1 (configuration not stated),i,-12,i,i,i,i,0.2,i,-1,i,i
COc1ccc2c(c1)CC1c3c(cc4c(c3-2)OCO4)CC[N+]1(C)[O-] (configuration not stated),i,0,i,i,i,i,-0.4,i,0,i,i
CC1(C)C2CC=C(/C=N/NC(=O)c3ccccc3O)C1C2 (configuration not stated),i,-6,i,i,i,i,0.1,i,-1,i,i
O=C(CCS(=O)(=O)c1ccc2c(c1)NC(=O)CO2)NCCc1ccc(Cl)cc1,i,1,i,i,i,i,-0.4,i,6,i,i
COc1cc(C(=O)NCCC(=O)NCCCN2CCCCC2C)cc(OC)c1OC (configuration not stated),i,-4,i,i,i,i,-0.3,i,-7,i,i
Cc1cccc2c1CC(C)(C)NC2=C(C#N)C#N,i,4,i,i,i,i,0.0,i,-35,i,i
O=C(CCS(=O)(=O)c1ccccc1)Nc1nc2cc3c(cc2s1)OCO3,i,-4,i,i,i,i,1.0,i,-1,i,i
CCCN=C(C)C1=C(O)c2ccccc2C1=O,i,-4,i,i,i,i,2.7,i,-1,i,i

2 compounds picked at random from those above:
structure,TRPC4 inh,SKKanGAS inh,MrgX1 antagonist,TRPC6 inh,RGS4 pot,RGS4 block,HIF act,MrgX1 PAM,Platelet DG rel,MrgX1 agonist,TRPC6 act
C/C(=N\NC(=O)c1ccncc1)c1cc2ccccc2o1,i,1,i,i,i,i,-0.4,i,-1,i,i
CCOc1c2ccc(C(=O)NCc3ccco3)cc2nn1CC,i,0,i,i,i,i,-0.3,i,-5,i,i

Further compounds follow.
structure,TRPC4 inh,SKKanGAS inh,MrgX1 antagonist,TRPC6 inh,RGS4 pot,RGS4 block,HIF act,MrgX1 PAM,Platelet DG rel,MrgX1 agonist,TRPC6 act
COc1ccc(N(Cc2cc3cc(OC)ccc3[nH]c2=O)C(=O)C2CCCO2)cc1 (configuration not stated),i,2,i,i,i,i,0.5,i,1,i,i
COc1ccc(CCNC(=S)N2CCN(S(=O)(=O)c3ccc(C)cc3)CC2)cc1,i,-1,i,i,i,i,-0.6,i,-6,i,i
NNC(=O)CNC(=O)c1ccc(F)cc1,i,-13,i,i,i,i,-0.1,i,-4,i,i
O=C(Nc1ccc(NC(=O)C2CC2)cn1)c1ccccc1Cl,i,1,i,i,i,i,1.9,i,.,i,i
CN(Cc1ccccc1)c1ncnc2c1cnn2-c1ccccc1,i,-8,i,i,i,i,8.0,i,-2,i,i
CCOC(=O)C1CCCN(c2ncnc3c2cnn3-c2ccc(OC)cc2)C1 (configuration not stated),i,-2,i,i,i,i,0.5,i,-1,i,i
COc1cccc(CN2CCC(C(=O)N3CCN(c4ccccc4F)CC3)CC2)c1,i,-1,i,i,i,i,-0.1,i,-6,i,i
COC(=O)C1=C(C)N(Cc2ccco2)C(=O)N[C@@H]1c1ccccc1,i,1,i,i,i,i,0.5,i,-4,i,i
CCC(=Nc1ccc(N)cc1)C1=C(O)C(C(=O)OC)C(C)(C)CC1=O (configuration not stated),i,22,i,i,i,i,0.1,i,-2,i,i
CCSc1ccccc1C(=O)NCc1ccc(OC)cc1,i,-8,i,i,i,i,-0.1,i,17,i,i
Cc1ccc(/C=C/C(=O)Nc2cc(S(=O)(=O)N3CCCCCC3)ccc2OCC(F)(F)F)o1,i,11,i,i,i,i,-0.3,i,9,i,i

Bioassay records from PubChem.
